S3 lipid droplet: qHTS Assay for Lipid Storage Modulators in Drosophila S3 Cells | Drosophila S3 cells, BODIPY lipid droplet fluorescence, 18-24 h; cells fed with added oleic acid | hit rate 0.64% among 320,000 | lipid storage change, negative = inhibition, % at the top dose, mostly 46.1 µM; hits show Potency in µM; active = well fitted inhibition curve with a large enough effect in the signal ratio, with a control signal flat, not every such curve was filed as active; inconclusive = small, poorly fitted or top-dose-only effect, or effect the other way, or a change in a side signal; the % refers to the signal ratio
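Drosophila S3 cells got compounds at several concentrations plus oleic acid (400 uM solution). Laser-scanning cytometry with 488 nm excitation read lipid droplets at 500-530 nm and cells at 575-640 nm. Percent activity was relative to 20 uM Triacsin C.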
S3 lipid droplet cell count max: second read-out of S3 lipid droplet, no call of its own (marks repeat the call); cell number change, %; measured here: cell count max response;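 cells counted by Cell Tracker Red CMTPX staining in the red channel; peak over a dose series mostly up to 46.1 µM; percent activity relative to internal control wells on each plate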
* = called active by the depositor; i = inactive; ? = inconclusive; · = no result given. % is set by controls: 0 for no effect and ±100 for the full control effect; potency is the fitted concentration of half-maximal effect.

Molecule | S3 lipid droplet | S3 lipid droplet cell count max
CC1CC(C)(C)NC(=S)N1CCCC(=O)Nc1ccc(F)c(F)c1 (centres undefined) | ? | ·
O=C(CN1CCOCC1)N1c2ccccc2Sc2ccccc21 | ? | ·
COc1cc2c(cc1OC)C(C(=O)NCCN(C)C)C(c1cccs1)N(C)C2=O (centres undefined) | 1.5% | -6.9
CC(OC(=O)c1ccc2ccccc2n1)C(=O)Nc1ccc(N2CCOCC2)cc1 (centres undefined) | ? | ·
O=C(Nc1ccccc1C(=O)N1CCOCC1)C1CCC(=O)N1C1CCCC1 (centres undefined) | ? | ·
Cc1ccc(C2C3=C(CCCC3=O)Nc3nc(SCC(=O)NCc4ccco4)[nH]c(=O)c32)cc1 (centres undefined) | -10.1% | -12.5
COc1ccc(OC)c(S(=O)(=O)N2CCC(C(=O)N3CCCCCC3)CC2)c1 | -21.6% | 10.5
N#Cc1cc(Nc2c(N)nc[nH]c2=O)c([N+](=O)[O-])cc1C#N | ? | ·
CC(C)(C)C(=O)OCc1nc(-c2ccc3c(c2)OCCO3)cs1 | ? | ·
CCCN1C2CCCC1CC(NC(=S)Nc1cc(C)ccc1C)C2 (centres undefined) | 3.1% | 5.1
Cc1cc(C)cc(NC(=O)c2cccn2-c2ncc(C(F)(F)F)cc2Cl)c1 | ? | ·
COC(=O)c1onc(-c2c(C)cc(C)cc2C)c1C(=O)OC | 9.4% | 22.6
COc1ccc(C(CCN(Cc2ccc(OC)c(OC)c2)C(C)=O)c2ccccc2)cc1 (centres undefined) | -11.8% | -3.5
Cc1cc2occ(CC(=O)N(CCC(C)C)c3c(N)n(Cc4ccccc4)c(=O)[nH]c3=O)c2cc1C | ? | ·
CN(C(=S)Nc1ccc(SC(F)F)cc1)C(c1ccccc1)c1ccccc1 | ? | ·
COC(=O)Nc1ccc2c(c1)N(C(=O)CCN1CCN3CCCC3C1)c1ccccc1S2 (centres undefined) | 10.3% | 3.0
COCC(C)NC(=O)c1ccc(Cl)c(Cl)c1 (centres undefined) | 9.9% | 16.3
Cc1cccc(NC(=S)NN2CCOCC2)c1C | i | ·
O=C(CCS(=O)(=O)Cc1ccccc1)Nc1ccc2c(c1)OCCO2 | ? | ·
C/C(=C\c1ccco1)CN1CCN(Cc2ccc(C)o2)C(CCO)C1 (centres undefined) | -5.1% | 20.8
O=C(CC12CC3CC(C1)CC(CC(=O)NC1=NCCS1)(C3)C2)NC1=NCCS1 | ? | ·
C=CC(C)(C)c1[nH]cnc1/C=C1\NC(=O)C(C(C)C)NC1=O (centres undefined) | -0.2% | -6.0
Cc1ccc(-n2nnc3c(=O)n(CC(=O)NCc4ccco4)cnc32)cc1 | ? | ·
COc1ccc(N2CC(C(=O)N(CC(C)C)c3c(N)n(Cc4ccccc4)c(=O)[nH]c3=O)CC2=O)c(OC)c1 (centres undefined) | ? | ·
O=c1[nH]c(C2CCN(S(=O)(=O)c3ccc(S(=O)(=O)NC4CC4)cc3)CC2)nc2c1nnn2Cc1ccc(F)cc1 | ? | ·
Cc1ccc(S(=O)(=O)NCC2COc3ccccc3O2)cc1 (centres undefined) | ? | ·
Brc1ccc(-c2nn3c(Cc4ccccc4)nnc3s2)o1 | ? | ·
CCCNC(=O)Cn1cnc2sc(C(=O)N3CCCC(C(=O)OCC)C3)c(C)c2c1=O (centres undefined) | 9.3% | -16.1
COc1ccccc1OCCOc1ccc(/C=C2\C(=N)N3N=C(C)SC3=NC2=O)cc1 | 14.1% | -12.4
Nc1nnc(SCC(=O)NCCOc2ccccc2)s1 | -3.3% | -15.0
COCCNC(=O)C(NC(=O)C1CCC(C)CC1)C(C)C (centres undefined) | ? | ·
Cn1c(N)c(N2CCCCC2)c(=O)n(CC(=O)Nc2ccc(Cl)c(Cl)c2)c1=O | i | ·
CC(NC(=O)c1ccccc1)c1nnc(SCC(=O)NC2CCCC2)n1C (centres undefined) | i | ·
Cc1ccc(S(=O)(=O)N(C)C(=O)NC(=O)NS(=O)(=O)c2ccccc2)cc1 | 0.6% | 5.9
CCC(c1nnnn1Cc1ccco1)N(CCc1ccccc1)Cc1cc2ccc(OC)cc2[nH]c1=O (centres undefined) | ? | ·
Cc1ccc(C(=O)NNC(=O)CCN2C(=O)C3CCCCC3C2=O)cc1 (centres undefined) | 26.5% | 3.8
Cc1[nH]c(C)c(S(=O)(=O)Nc2cccc(Cl)c2C)c1C(=O)N1CCCCC1 | ? | ·
O=C(O)c1ccc(CN(Cc2ccccc2)S(=O)(=O)c2ccc(Cl)cc2)cc1 | ? | ·
COc1ccc(CN2CCNC(=O)C2CC(=O)NCCSc2nccn2C)c(OC)c1 (centres undefined) | ? | ·
CCCOc1ccc(Oc2nc(-c3ccncc3)nc3ccccc23)cc1 | 9.2% | 5.2

Part of the list above, reformatted:
Results follow in this order: S3 lipid droplet	S3 lipid droplet cell count max
- Cc1ccc(-n2nnc3c(=O)n(CC(=O)NCc4ccco4)cnc32)cc1
 : ?	·
- COc1ccc(N2CC(C(=O)N(CC(C)C)c3c(N)n(Cc4ccccc4)c(=O)[nH]c3=O)CC2=O)c(OC)c1 (centres undefined)
 : ?	·
- O=c1[nH]c(C2CCN(S(=O)(=O)c3ccc(S(=O)(=O)NC4CC4)cc3)CC2)nc2c1nnn2Cc1ccc(F)cc1
 : ?	·
- Cc1ccc(S(=O)(=O)NCC2COc3ccccc3O2)cc1 (centres undefined)
 : ?	·

More compounds
Molecule | S3 lipid droplet | S3 lipid droplet cell count max
O=C(NCc1ccccc1)C1CCCN1S(=O)(=O)c1ccc(F)cc1 (centres undefined) | ? | ·
CCN1CCN(Cc2ccc(NC(=O)c3ccc(C)c(NC(=O)C[C@@H]4NC(=O)[C@H](Cc5ccccc5)NC4=O)c3)cc2C(F)(F)F)CC1 | -17.0% | -9.2
COc1ccc(CC(C#N)(CO)c2nc3ccccc3[nH]2)cc1 (centres undefined) | -6.5% | -15.5
CCOC(=O)/C(C#N)=C\C1=C(N2CCCC2)CC(C)(CC)OC1 (centres undefined) | 5.6% | 17.6
O=C(Nc1ccccc1)OCCNC(=O)c1ccccc1 | 2.4% | -7.4
Cn1c(NC(=O)c2cccs2)cc(=O)n(C)c1=O | ? | ·
COc1cc(C(=O)NC2=NCCS2)cc(OC)c1OC | ? | ·
CCCC(C)C(=O)OCC(=O)NCc1ccc(OC)c(OC)c1 (centres undefined) | ? | ·
COc1cc(C(=O)NCC(=O)N/N=C(C)\C=C\c2ccccc2)cc(OC)c1OC | -3.1% | 0.3
COc1cccc(/C=c2/s/c(=C(\C#N)C(=O)N3CCOCC3)n(-c3ccccc3)c2=O)c1 | 14.8% | -6.9
O=C(/C=C/c1ccccc1)N1CCN(CC(O)COc2ccccc2)CC1 (centres undefined) | ? | ·
c1ccc(-n2ncc3c2ncn2c(C4CCCCC4)nnc32)cc1 | ? | ·
CC1(C)CC(=O)C(C=NCCCN2CCOCC2)=C(O)C1 | ? | ·
CCN1CCN(C(c2cc3cc4c(cc3[nH]c2=O)OCO4)c2nnnn2C(C)(C)CC)CC1 (centres undefined) | ? | ·
CCCCN(CCCC)C(=O)C1(P(=O)(c2ccccc2)c2ccccc2)CCC1 | -10.8% | -13.4
CSc1cccc(NC(=O)c2ccc(NC3=NC4CS(=O)(=O)CC4S3)cc2)c1 (centres undefined) | ? | ·
CCn1cc(C(=O)NCc2ccccn2)c(=O)c2cc(S(=O)(=O)N3CCCCC3)ccc21 | ? | ·
CC(=O)N1CCC2(CC1)C(C#N)=C(N)Oc1c2sc2nc(C)cc(C)c12 | 18.5% | 13.2
O=C(c1ccco1)N1CCN(S(=O)(=O)N2CCOCC2)CC1 | ? | ·
COC(=O)CNC(=O)COC(=O)C(Cc1ccccc1)NC(=O)c1ccco1 (centres undefined) | ? | ·
CCOC(=O)CC(=O)CSc1nc2ccccc2c(=O)n1-c1ccc(C(=O)NCCOC)cc1 | ? | ·
COc1cccc(NC(=O)CNCc2ccccc2)c1 | -17.0% | 0.8
CCCCN(C(=O)c1oc2ccc(OCC)cc2c1C)c1c(N)n(CC(C)C)c(=O)[nH]c1=O | 11.3% | 12.5
CCOc1ccc(C(=O)NCC(=O)OCc2c(F)cccc2Cl)cc1OCC | -22.3% | -12.2
CC(C)CCN1CCN(Cc2cccc3nonc23)CC1CCO (centres undefined) | 22.9% | 6.8
C/C(=N\NC(=O)c1ccoc1C)c1ccccc1 | 7.4% | 8.6
CN(CC(=O)Nc1ccccc1[N+](=O)[O-])Cc1ccc(Br)cc1 | 2.1% | 6.3
COc1ccc(Cc2nc(-c3ccc(-n4cccc4)cc3)no2)cc1 | 12.2% | 14.4
CS(=O)(=O)N1CCCC(C(=O)NCCCN2CCOCC2)C1 (centres undefined) | -10.0% | -8.9
O=C(NCc1ccccc1)/C(=C/c1ccc(OC(F)F)cc1)c1ccccc1 | -18.2% | -2.1
Cc1csc(N/N=C/c2ccccc2F)n1 | -27.6% | ·
C=CCNC(=S)Nc1ccc2cn[nH]c2c1 | 10.4% | 16.8
O=C(NCCc1ccccc1)C(c1cccs1)N(C(=O)CCl)c1ccc(Cl)cc1 (centres undefined) | ? | ·
O=C(NCc1cccnc1)c1cccc(S(=O)(=O)Nc2ccc(F)cc2)c1 | ? | ·
CCCCSC(=O)Nc1ccccc1 | ? | ·
Cc1[nH]n(-c2nc(-c3ccccc3)cc(=O)[nH]2)c(=O)c1CCO | ? | ·
COc1ccc(C)cc1NC(=O)c1ccc2c(=O)n3c(nc2c1)CCCCC3 | ? | ·
CCc1nnc(SCC(=O)Nc2ccc3c(c2)OCO3)n1CC | ? | ·
N#CCOc1ccccc1P(=O)(c1ccccc1)c1ccccc1 | -6.5% | 0.6
O=C1/C(=C/c2cccnc2)SC(=S)N1c1ccccc1 | 1.0% | 0.8
CC(C)NC(=O)COC(=O)c1cc(F)c(F)cc1Cl | ? | ·
O=C(Cn1ccc([N+](=O)[O-])n1)NCc1ccco1 | 10.8% | -11.8
CCC(C)NC(=S)NNC(=O)c1ccc(C(C)(C)C)cc1 (centres undefined) | -1.3% | -22.0
CCOC(=O)Cc1nnc2c(Nc3ccc(C)cc3)nc3nonc3n12 | ? | ·
COc1ccc(NC(=O)CSc2nccn2Cc2ccco2)cc1OC | 25.2% | -1.7
COc1ccc(NC(=O)CCS(=O)(=O)c2ccccc2)c(OC)c1 | 0.7% | -1.6
CCOc1cc(NS(C)(=O)=O)c(OCC)cc1NC(=O)c1cccs1 | ? | ·
O=C(Cc1ccccc1)Nc1ccccc1CO | i | 20.2
CCOc1ccc(CNC2CCCc3ccccc32)cc1 (centres undefined) | ? | ·
CCN1C(=O)[C@H]2[C@@H](c3ccc(-c4ccccc4)c(OC)c3)N[C@@](Cc3ccccc3)(C(=O)OC)[C@H]2C1=O | ? | ·
CC(C)(CNC(=O)c1sc2cc(F)ccc2c1Cl)N1CCOCC1 | -23.4% | 18.2
COc1ccc(S(=O)(=O)NCC(=O)N(Cc2ccco2)C(C(=O)NC(C)(C)C)C(C)C)cc1 (centres undefined) | ? | ·
CN1CCC(C2(O)c3ccccc3CSc3sccc32)CC1 (centres undefined) | -6.2% | -14.1
COc1cccc(-c2nn(-c3ccccc3)cc2/C=C(/NC(=O)c2ccccc2)C(=O)O)c1 | i | -9.1
O=C(Cn1c(CN2CCCCC2)nc2ccccc2c1=O)NCc1ccco1 | 17.6% | -9.5
CCCn1ncc(C(=O)NC2CCCN(Cc3ccc(Cl)cc3)C2)c1C (centres undefined) | ? | ·
CCN(CC)S(=O)(=O)c1ccc(Cl)c(NC(=O)c2cc(Cl)ccc2Cl)c1 | -2.5% | 25.1
CC(=O)c1ccc(N2CCCCC2)c(F)c1 | 8.3% | ·
CN(C)S(=O)(=O)c1cccc(NC(=O)c2ccc(OC(F)(F)F)cc2)c1 | ? | ·
CCC(CC)C(=O)Nc1cccc(C(=O)NC(C)(C)C)c1 | ? | ·

The list continues:
Molecule | S3 lipid droplet | S3 lipid droplet cell count max
C=CCNC(=O)CSc1nc2ccccc2c(=O)n1CCc1ccc(OC)c(OC)c1 | ? | ·
COc1ccc(CCNC(=O)C2CCN(Cc3nc(-c4ccccc4C)oc3C)CC2)cc1OC | i | ·
N/C(=N\OC(=O)CCC1CCCCC1)c1ccccn1 | ? | ·
CCC(c1nnc(SCc2nc3ccccc3s2)n1Cc1ccccc1)N(C)C (centres undefined) | ? | ·
FC(F)(F)c1ccccc1-n1c(-c2cnccn2)n[nH]c1=S | 6.7% | 12.5
S=C(Nc1ccc(Br)cc1)N1CCn2cccc2C1c1cccnc1 (centres undefined) | ? | ·
O=C(Nc1ccc(F)c([N+](=O)[O-])c1)C(=O)c1c(O)[nH]c2ccccc12 | ? | ·
Cc1ccc2[nH]c(=O)c(CN(Cc3ccco3)C(=O)N3CCOCC3)cc2c1 | -10.3% | 7.7
CCOc1ccc2nc(N(CCN(C)C)C(=O)c3ccc4ccccc4c3)sc2c1 | i | -11.2
COc1ccc(CN2C(=O)c3cccnc3C2=O)cc1S(=O)(=O)N(C)c1ccc(C)cc1 | i | 8.0
O=C(CN(Cc1ccco1)C(=O)Cn1nnc(-c2ccc(F)cc2)n1)NC1CCCC1 | 8.1% | 10.1
c1ccc2oc(NC3=NCN(C4CCCCC4)CN3)nc2c1 | 14.3% | 6.8
CC(=O)NS(=O)(=O)c1ccc(NC(=O)COc2cccc3c2OC(C)(C)C3)cc1 | ? | ·
COc1cccc(CN2CCN(C(=O)C3CCC(=O)N(C4CCCC4)C3)CC2)c1 (centres undefined) | ? | ·

2 entries from above in another layout.
Values in the order: S3 lipid droplet | S3 lipid droplet cell count max
COC(=O)CNC(=O)COC(=O)C(Cc1ccccc1)NC(=O)c1ccco1 (centres undefined)
→ ? | ·
CCOC(=O)CC(=O)CSc1nc2ccccc2c(=O)n1-c1ccc(C(=O)NCCOC)cc1
→ ? | ·

A portion of the library; the hit share may differ from the screen's.
